Redox H2O2 prof: compounds producing H2O2 with reducing agent – biochemical, NIH compound library profiling, artefact control for MLSCN library redox annotation, primary screen | DTT-dependent redox cycling H2O2, phenol red/HRP absorbance; 100% = 100 µM peroxide control, 0% = buffer | AID 878 | activation, % at 10 µM | actives 0.03% (n = 200,000);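 active = activation of at least 50% relative to the plate's high and low controls in the primary single-dose screen; inactive = activation below 50%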;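 also: compound incubated with DTT at 0.8 mM final as the reducing agent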
PPARg SRC-3 ag: agonists of human PPARgamma SRC-3 coactivator recruitment; P37231; biochemical PPARgamma/SRC-3 coactivator recruitment assay; activation, % at 8 µM; actives 0.26% (n = 200,000); in the data active = activation above about 23%;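 also: 0% = DMSO and 100% = reference agonist; some compounds past the cut are filed as inactive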
S1P3 antagonist: antagonists of human S1P3 receptor. CHO S1P3 NFAT-BLA reporter, FRET fluorescence, antagonist mode. inhibition, % at 4.98 µM. actives 0.27% (n = 170,000). Q99500;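 active = inhibition above the plate cutoff, the mean inhibition of test wells on that plate plus 3 SD, cut at about 28% in these data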;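 also: cells challenged with S1P at its EC80 of 0.8 µM; blue over green emission ratio from cleaved BLA substrate after 4 h stimulation; 0% = S1P-stimulated wells and 100% = unstimulated DMSO-only wells; some compounds past the cut are filed as inactive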
Target sequence (Q99500 whole entry, looked up): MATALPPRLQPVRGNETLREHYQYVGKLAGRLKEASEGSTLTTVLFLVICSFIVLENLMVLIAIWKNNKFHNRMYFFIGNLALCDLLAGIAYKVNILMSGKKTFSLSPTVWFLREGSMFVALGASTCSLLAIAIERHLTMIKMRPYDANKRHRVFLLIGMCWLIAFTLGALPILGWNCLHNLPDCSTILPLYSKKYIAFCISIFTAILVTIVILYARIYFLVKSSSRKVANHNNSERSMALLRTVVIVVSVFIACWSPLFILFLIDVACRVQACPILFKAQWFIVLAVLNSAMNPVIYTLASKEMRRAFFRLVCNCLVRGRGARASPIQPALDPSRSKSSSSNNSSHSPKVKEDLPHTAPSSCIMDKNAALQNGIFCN
SRC2 TRFRET art: counter-screen for PPARgamma SRC-2 recruitment agonists: TR-FRET artefact. active compounds read high. TR-FRET ratio at 8 µM. actives 0.4% (n = 200,000). AID 1049; in the data active = TR-FRET ratio above about 2000; also: inactives centre near 1500
bIAP inh: intestinal alkaline phosphatase (bovine) inhibition. 190,000 tested, under 10 active. purified bovine IAP, CDP-star luminescence, 30 min. inhibition, % at 20 µM;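 active = over 50% inhibition of intestinal alkaline phosphatase at 20 µM in the single-dose screen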
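test system = bovine IAP enzyme | medium = DEA buffer 100 mM, pH 9.8, with MgCl2 1.0 mM, ZnCl2 0.02 mM | detection = luminescence | dosing = single compound dose of 20 µM, 2% DMSO final | incubation = 30 min reaction at room temperature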
PPARg SRC1 recr: PPARgamma-driven SRC-1 recruitment agonism; PPARgamma-SRC-1 coactivator recruitment biochemical assay; activation, % at 8 µM; actives 0.41% (n = 200,000); AID 631; in the data active = activation above about 19%;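 also: 0% = DMSO and 100% = reference agonist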
ROMK mod: modulators of human ROMK potassium channel. actives 2% (n = 130,000). Tet-inducible ROMK, thallium flux fluorescence; actives lie on both sides. B-score at 10 µM. P48048;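 active = signal ratio slope over the read window, or its plate-corrected B-score, at least 3 SD from the plate mean, either direction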;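 also: B-score of the F/F0 ratio slope over 7 to 12 s after thallium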
Target sequence (P48048 whole entry, looked up): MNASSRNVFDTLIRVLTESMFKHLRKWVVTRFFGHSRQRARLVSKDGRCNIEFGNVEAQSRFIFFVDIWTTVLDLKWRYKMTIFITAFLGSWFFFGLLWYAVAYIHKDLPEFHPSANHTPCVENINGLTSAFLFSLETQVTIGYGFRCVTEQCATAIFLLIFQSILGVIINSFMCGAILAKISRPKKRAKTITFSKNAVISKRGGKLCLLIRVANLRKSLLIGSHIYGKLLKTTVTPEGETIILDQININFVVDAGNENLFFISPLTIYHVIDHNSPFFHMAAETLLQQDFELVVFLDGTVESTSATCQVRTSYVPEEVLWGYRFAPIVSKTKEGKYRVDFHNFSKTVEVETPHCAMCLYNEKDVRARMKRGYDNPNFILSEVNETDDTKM
L major viab: Leishmania major promastigote growth inhibition; Leishmania major promastigotes, resazurin fluorescence viability; inhibition, % at 10 µM; actives 9% (n = 200,000); in the data active = inhibition above about 50%;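 also: promastigotes grown with compound for 44 hours at 28 °C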
TLR4 MyD88 comp: inhibitors of human TLR4-MyD88 binding | O00206+Q99836 | HeLa CL3-4 TLR4/MyD88 BLA complementation, FRET ratio | inhibition, % at 8.4 µM | actives 0.18% (n = 200,000) | AID 861; in the data active = inhibition above about 25%;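 also: 0% = vehicle and 100% = reference inhibitor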
PPARg SRC-2 ag: promotes SRC-2 coactivator recruitment by human PPARgamma | P37231 | PPARgamma LBD-SRC-2 recruitment, biochemical | activation, % at 8 µM | actives 0.34% (n = 200,000) | AID 1032; in the data active = activation above about 22%;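 also: 0% = vehicle and 100% = reference agonist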
bIAP act: increases bovine intestinal alkaline phosphatase activity; purified bovine IAP, CDP-star luminescence, 30 min; active compounds read high; fold of DMSO-control signal, blank-subtracted; activation factor at 20 µM; actives 0.17% (n = 200,000); AID 1016;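 active = activation factor of 2 or more at 20 µM, a signal rise over negative controls twice the positive control's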
* = called active by the depositor; · = not tested or not shown.

SMILES	Redox H2O2 prof	PPARg SRC-3 ag	S1P3 antagonist	SRC2 TRFRET art	bIAP inh	PPARg SRC1 recr	ROMK mod	L major viab	TLR4 MyD88 comp	PPARg SRC-2 ag	bIAP act
O=c1[nH]c(-c2ccccn2)nc2ccccc12	0.7	2	·	1704	-33	3	0.07	7	2	3	1.3
COc1ccc(S(=O)(=O)N2CCCC(C(=O)N3CCCCCC3)C2)cc1 (stereo not drawn)	3.2	2	0	1312	3	-13	·	17	-5	1	1
Cc1nn(-c2ccccc2)c(C)c1/C=C/C(=O)OCC(=O)NC1CCS(=O)(=O)C1 (stereo not drawn)	-0.6	2	1	1443	8	8	-0.18	-5	-18	-6	0.9
COc1ccc(S(=O)(=O)N2CCC(C(=O)NCCC3=CCCCC3)CC2)cc1OC	-0.2	-6	4	1541	-24	4	0.042	4	0	2	1.2
CC1=C(C(=O)OC(C)C)C(c2ccncc2)n2ncnc2N1 (stereo not drawn)	-1.2	19	-5	1774	-14	7	·	-3	12	16	1.1
Cc1nc(CSc2ccc(Cl)cc2)cc(NCc2ccccc2)n1	0.1	-4	·	1507	-18	-1	-1.8	-2	1	7	1.2
CCOc1ccc2nc3ccc4[nH]onc4c3c2c1	-0.4	-5	22	1397	·	8	0.53	3	34*	-5	·
O=C(NCc1ccc2c(c1)OCO2)C1CCN(C(=O)Nc2ccc(Cl)cc2)CC1	-0.1	7	6	1620	3	6	0.36	-3	11	1	1
COC(=O)CCC(=O)Nc1cccc2ccccc12	1.4	13	·	1541	-6	6	·	-7	7	2	1.1
O=C(CCS(=O)(=O)c1cccs1)Nc1ccc(C(=O)NC2CCCC2)cc1	-0.3	2	-15	1485	0	-2	·	-6	-3	0	1
COC(=O)Cc1[nH]nc2c1C1(C(=O)N(Cc3ccccc3)c3ccccc31)C(C#N)=C(N)O2 (stereo not drawn)	2.2	-2	·	1302	-35	-6	·	2	4	0	1.3
COc1ccc(C2N(c3ccc(F)cc3)C(=O)C3CCCN32)cc1 (stereo not drawn)	-1.1	-13	9	1426	-7	2	·	-4	8	-12	1.1
COCc1nnc(NS(=O)(=O)c2ccc(C)cc2)s1	-1.7	4	6	1301	7	-4	·	-5	-7	-10	0.9
CN(C)c1ccc(CN(C)C2CCCCC2)cc1	-0.2	-10	·	1615	8	5	0.58	25	-12	3	0.9
S=C(Nc1ccc(Br)cc1)NC1CCCCC1	0.1	1	-6	1439	-11	3	-1	16	-6	-1	1.1
COC(=O)c1ccc(C(=O)NCCCCO)cc1	-0.2	9	-6	1738	3	7	2.2	-7	-9	2	1
CCc1ccc(NC(=O)/C(C#N)=C/c2cc3ccc(C)cc3nc2N2CCOCC2)cc1	-0.4	11	-3	1603	3	3	-1.8	2	1	7	1
N#Cc1c(-c2ccc(F)cc2)noc1N	0.8	0	·	1498	9	-4	0.049	-3	11	-8	0.9
Cc1ccsc1/C=N/NC(=O)CN1CCN(S(=O)(=O)c2ccc(Br)cc2)CC1	0.5	3	-12	1506	5	4	·	4	-7	7	0.9
COc1cccc(NC(=S)NN=C2CCCCCC2)c1	0.3	1	-10	1748	-1	6	-0.006	47	-3	-1	1

Among those listed so far, these contain bromine.
SMILES	Redox H2O2 prof	PPARg SRC-3 ag	S1P3 antagonist	SRC2 TRFRET art	bIAP inh	PPARg SRC1 recr	ROMK mod	L major viab	TLR4 MyD88 comp	PPARg SRC-2 ag	bIAP act
S=C(Nc1ccc(Br)cc1)NC1CCCCC1	0.1	1	-6	1439	-11	3	-1	16	-6	-1	1.1
Cc1ccsc1/C=N/NC(=O)CN1CCN(S(=O)(=O)c2ccc(Br)cc2)CC1	0.5	3	-12	1506	5	4	·	4	-7	7	0.9

The listing continues:
SMILES	Redox H2O2 prof	PPARg SRC-3 ag	S1P3 antagonist	SRC2 TRFRET art	bIAP inh	PPARg SRC1 recr	ROMK mod	L major viab	TLR4 MyD88 comp	PPARg SRC-2 ag	bIAP act
CC(OC(=O)C1=Cc2ccccc2OC1)C(=O)NC1CCCC1 (stereo not drawn)	1.6	9	·	1596	0	8	·	-2	0	1	1
Cc1cccc(-n2c(SCc3ccc([N+](=O)[O-])cc3)nnc2-c2c[nH]c3ccccc23)c1	-0.9	9	7	1632	8	-2	0.6	21	1	7	0.9
CCOc1ccc(NC(=O)N2CCC(NC(=O)C(Cc3ccc(OC)c(OC)c3)NC(C)=O)CC2)cc1 (stereo not drawn)	2.7	-4	·	1564	1	3	·	4	5	0	1
CN1C(=O)CSc2ccc(NC(=O)N3CCN(c4ccccn4)CC3)cc21	0.6	-2	-8	1729	22	5	·	-2	5	1	0.8
Cc1cc(C(=O)N2CCN(c3ccc([N+](=O)[O-])cc3)CC2)no1	-0.4	6	3	1716	4	6	-0.1	-7	-7	13	1
COc1cccc(N2CCN(C(=O)CSc3ccc(F)cc3)CC2)c1	-0.5	2	-14	1703	8	2	-0.5	1	1	9	0.9
O=C(C1CCN(Cc2ccccc2)CC1)N1CCCC1	-2.8	-1	-2	1647	-52	-6	·	-4	10	-8	1.5
COc1cc(C(=O)OCC(=O)c2cc(C)n(C)c2C)cc(OC)c1OC	1.5	19	-16	1610	-9	1	1.6	19	-10	1	1.1
COc1ccc(C(=O)Nc2ccc(S(=O)(=O)NC(C)(C)C)cc2)cc1[N+](=O)[O-]	-0.8	3	5	1639	2	4	0.39	40	3	3	1
COc1cccc(OC)c1C(=O)Nc1ccc(CN2CCOCC2)cc1	2.4	-3	22	1380	-1	-9	·	-3	5	-2	1
COC(=O)CNC(c1ccccc1)c1cc(Br)ccc1NC(C)=O (stereo not drawn)	-1.0	2	-7	1463	6	-1	-0.46	2	3	0	0.9
CCC(C)[C@H](NC(=O)NC1CCCc2ccccc21)C(=O)O (stereo partly drawn)	0.2	-1	-10	1568	10	3	0.48	-2	-11	1	0.9
O=C1NC(=O)/C(=C\c2ccc(N3CCOCC3)o2)N1	0.4	2	-13	1721	8	8	-3.6*	14	-6	-3	0.9
CCOC(=O)C1=C(CSc2nc3c(cc2C#N)CN(C)CC3)OC(N)=C(C#N)C1c1ccncc1 (stereo not drawn)	-0.1	3	3	1627	-5	3	-0.18	4	-1	7	1.1
COc1ccc(C(=O)NNC(=O)C(NC(=O)c2ccccc2NC(=O)c2ccco2)C(C)C)cc1 (stereo not drawn)	-0.3	5	4	1635	11	1	·	67*	-1	-5	0.9
CCN1C(=O)C(O)(CC(=O)C(C)(C)C)c2cc(Br)ccc21 (stereo not drawn)	-2.2	1	6	1568	3	2	1.3	-2	2	10	1
Cc1ccc2nc(-c3ccc(SCC(=O)O)nc3)[nH]c2c1	0.1	12	6	1849	6	11	1.2	1	-8	7	0.9
COC(=O)C1=C(Nc2ccc(C)cc2)C=C(C)C(C(=O)OC)C1c1ccc(OC)cc1 (stereo not drawn)	-0.3	7	·	1632	0	-3	1.2	37	1	14	1
CC(C)CCNC(=O)C1C2C=CC3(CN(Cc4ccccc4Cl)C(=O)C13)O2 (stereo not drawn)	-0.2	-1	-19	1453	4	3	·	-4	-3	0	1
O=C(CSc1ccc2nnc(-c3ccccc3)n2n1)N1CCN(c2ccccc2)CC1	0.0	20	-16	1532	·	7	·	3	-4	5	·
CCCCNC(=O)CN1C(=O)NC(CCc2ccccc2)C1=O (stereo not drawn)	-0.1	4	-8	1595	-3	9	-0.49	14	-4	9	1
COc1cccc(N=Nc2c(=O)[nH]n3c(=O)cc(C)[nH]c23)c1	-0.1	4	·	1483	-10	6	0.048	-5	-14	8	1.1
c1ccc(CSc2nnc([C@@H]3CCCN3)o2)cc1	-3.4	0	·	1452	6	0	·	-8	-5	13	0.9
Cc1ccc(NN=C2c3ccccc3-c3ccccc32)cc1	0.6	2	21	1310	8	-11	0.11	-8	9	3	0.9
CC(C)(C)c1cc(NC(=O)c2cc(F)c(F)c(F)c2F)no1	-0.1	-3	16	1435	6	4	·	-5	2	5	0.9
N#CCCn1cc(C(=O)NCc2ccccc2)c(-c2cccs2)n1	-0.9	5	-3	1605	7	5	-1.2	-1	-18	8	0.9
O=C(NCCOC(=O)c1ccc(Cl)c(S(=O)(=O)N2CCCCC2)c1)c1ccncc1	2.2	-14	-8	1282	-14	-4	-0.44	51*	-6	-8	1.1
CCOC(=O)c1nnn(-c2nonc2N)c1CSc1nnc(N)s1	0.0	0	-10	1505	-1	10	·	-4	-5	3	1
O=C(NCc1ccccc1)c1c[nH]c2cc3c(cc2c1=O)OCCO3	0.1	7	·	1501	11	-2	·	-3	-13	0	0.9
COc1ccc(C)cc1NC(=O)CCN1CCCC1	0.1	11	-7	1593	4	9	·	-5	-3	0	1
COC(=O)CNC(=O)c1cccc(-c2ccc(OC)cc2)c1	0.6	5	-14	1781	-21	1	0.5	-3	-5	4	1.2
COc1ccccc1N1CCN(C(=O)CSc2nnc(NC(=O)C3CC3)s2)CC1	-0.1	1	-13	1679	-5	15	0.033	9	-4	1	1
O=C(O)C1CCN(C(=O)c2ccccc2Cl)CC1	0.1	1	·	1569	10	0	1.9	-5	13	11	0.9
O=C(/C=C/c1ccc(Cl)cc1Cl)N(Cc1ccccc1)C1CCS(=O)(=O)C1 (stereo not drawn)	0.1	2	3	1545	21	6	-0.016	84*	-7	-7	0.8
C=CCOc1ccc(C2c3c(oc4ccccc4c3=O)C(=O)N2CCCN2CCOCC2)cc1 (stereo not drawn)	2.4	-1	-5	1412	-6	-2	-0.25	-1	-6	10	1.1
Cc1cc(C)n(-c2ccc(C(=O)NCc3ccc(F)cc3)cc2)n1	0.5	2	-7	1377	-10	6	-0.2	15	-6	-5	1.1
O=C(c1cc(-c2ccc(Cl)cc2Cl)on1)N1CCN(C(=O)c2ccco2)CC1	2.3	-12	·	1387	-1	-1	·	-1	5	7	1
O=C(Nc1c2c(nn1-c1ccc(F)cc1)CS(=O)(=O)C2)C12CC3CC(CC(C3)C1)C2	2.9	-3	·	1473	-10	0	·	11	3	-2	1.1
COc1ccccc1OCC(=O)Nc1ccc(-c2nnc(-c3ccco3)o2)cc1	9.0	0	-6	1649	-13	-2	0.0024	-4	-6	1	1.1
COc1ccccc1Nc1ncc(C(=O)N2CCN(Cc3ccc(OC)c(OC)c3OC)CC2)c2ccccc12	-0.5	-3	-28	1516	-5	0	0.44	36	-12	-6	1.1
COC(=O)c1c(NC(=O)CN2CCN(c3cccc(Cl)c3)CC2)sc(C)c1C	0.2	5	4	1618	49	0	0.19	3	-2	-1	0.5
COc1ccc(CCN2C(=O)CC(Cc3cccc(C)c3)C2=O)cc1OC (stereo not drawn)	-1.7	4	-14	1611	-4	-1	·	-1	13	8	1
O=C(Nc1cccc(N2CCCC2)c1)c1cccs1	0.5	19	-9	1406	15	4	-0.0092	86*	6	14	0.9
O=c1[nH]c(Cc2cccs2)nc2ccccc12	0.2	-2	-11	1531	6	3	-0.16	-2	0	3	0.9

Ordered by value in S1P3 antagonist (lowest first): 4 of the compounds above
| SMILES | S1P3 antagonist |
| --- | --- |
| COc1ccc(CCN2C(=O)CC(Cc3cccc(C)c3)C2=O)cc1OC (stereo not drawn) | -14 |
| CN1C(=O)CSc2ccc(NC(=O)N3CCN(c4ccccn4)CC3)cc21 | -8 |
| COc1ccc(C(=O)Nc2ccc(S(=O)(=O)NC(C)(C)C)cc2)cc1[N+](=O)[O-] | 5 |
| CCN1C(=O)C(O)(CC(=O)C(C)(C)C)c2cc(Br)ccc21 (stereo not drawn) | 6 |
